LmPK inh: inhibitors of Leishmania mexicana pyruvate kinase | Q27686 | 0.37% of 290,000 active | purified LmPK, Kinase-Glo ATP luminescence, 1 h | Potency, µM (series often up to 57.5 µM), inactives show top-dose activity change, negative = inhibition, actives largely listed as inhibitors; further: potency means the concentration at half of the fitted maximal effect
Target sequence (Q27686 whole entry, looked up): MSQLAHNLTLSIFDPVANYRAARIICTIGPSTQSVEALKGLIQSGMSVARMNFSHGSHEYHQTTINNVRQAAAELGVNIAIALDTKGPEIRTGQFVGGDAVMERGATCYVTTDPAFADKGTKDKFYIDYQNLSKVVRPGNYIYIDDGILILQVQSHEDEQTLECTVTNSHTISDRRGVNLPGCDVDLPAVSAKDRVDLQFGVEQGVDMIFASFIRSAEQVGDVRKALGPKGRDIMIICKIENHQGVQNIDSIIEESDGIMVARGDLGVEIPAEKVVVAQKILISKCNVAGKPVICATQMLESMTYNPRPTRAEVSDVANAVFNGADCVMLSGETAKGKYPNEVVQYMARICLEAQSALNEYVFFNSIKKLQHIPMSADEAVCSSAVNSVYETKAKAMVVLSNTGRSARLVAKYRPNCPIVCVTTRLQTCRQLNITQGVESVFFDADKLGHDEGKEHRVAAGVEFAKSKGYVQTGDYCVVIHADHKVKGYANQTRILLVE
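Screened at intermediate enzyme activity to detect both inhibitors and activators: LmPK at 0.1 nM, with a 0.5 nM enzyme column as activation reference. PEP 0.5 mM, ADP 0.1 mM; ATP detected by luminescence after 1 h.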
Sm TGR inh: S. mansoni TGR enzyme inhibition. Q962Y6. purified TGR, DTNB reduction, TNB absorbance 405 nm. Potency, µM (titrated, usually from 114 µM), for inactives: at the top dose activity change, negative = inhibition, usual class: inhibitors. 3% of 360,000 active. AID 485364; further: potency means the concentration at half of the fitted maximal effect; nearly all actives have a fitted effect of over 60% in size
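Kinetic colorimetric format: TGR-catalysed, NADPH-driven DTNB reduction monitored via TNB absorbance. Enzyme dispensed at 20 nM; compound exposure 15 min at room temperature before reaction start.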
HCMV antiviral: inhibitors of human cytomegalovirus. activity change, negative = inhibition, % at 57.5 µM. HFF cells, HCMV-luciferase reporter, 72 h; stronger effect = lower value. 4.5% of 410,000 active; in the data active means activity change below about -60%; inconclusive means no clear call, values can overlap the other calls; inactive means above about -39%
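Steps: HFFs plated, 16 h 37C; compounds added; HCMV-luciferase added to MOI 1 PFU/cell; 72 h 37C; OneGlo reagent, 5 min room temperature; luminescence read, normalized to controls.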
TbPYK inhibitor: T. brucei pyruvate kinase inhibition; Q57TT1; TbPYK enzyme, Kinase-Glo Plus ATP luminescence, 45 min; Potency, µM (highest dose often 76.8 µM), without a hit: top-dose activity, negative = inhibition, actives largely listed as inhibitors; 0.12% of 410,000 active; AID 624173; further: potency means the concentration at half of the fitted maximal effect; nearly all actives have a fitted effect of over 50% in size
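T. brucei PYK with substrate was exposed to pin-transferred compounds across a concentration series, then started with 130 uM ADP (final). After 45 min at room temperature, Kinase-Glo Plus luminescence was read, normalized and curve-fitted.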
AMA1-RON2 inh: inhibitors of Plasmodium falciparum AMA1-RON2 interaction; AlphaScreen AMA1-biotinylated RON2 peptide binding; Potency, µM (titrated, usually from 58.2 µM), inactives show at the top dose activity change, negative = inhibition, most hits filed as inhibitors; 0.2% of 360,000 active;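 further: potency means the concentration at half of the fitted maximal effect; 0% = vehicle wells and -100% = peptide control; nearly all actives have a fitted effect of over 45% in size; some results filed as inactive show a strong effect at the top dose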
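AMA1 (3D7) with his tag at 25 nM final met compounds first, then biotinylated RON2 peptide at 25 nM; detection used donor plus acceptor beads, 10 µg/mL apiece, read by AlphaScreen after 30 min at room temperature.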
AmpC no deterg: AmpC beta-lactamase inhibition without detergent | Potency, µM (doses to about 57.1 µM), for the others: top-dose activity change, negative = inhibition, most hits filed as inhibitors | AmpC nitrocefin hydrolysis, absorbance 480 nm, 0.0001% Triton | 0.52% of 330,000 active | AID 485341;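 further: potency means the concentration at half of the fitted maximal effect; plate controls were no compound for no effect and no enzyme for full effect; nearly all actives have a fitted effect of over 20% in size; some results filed as inactive show a strong effect at the top dose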
Target sequence (P00811 whole entry, looked up): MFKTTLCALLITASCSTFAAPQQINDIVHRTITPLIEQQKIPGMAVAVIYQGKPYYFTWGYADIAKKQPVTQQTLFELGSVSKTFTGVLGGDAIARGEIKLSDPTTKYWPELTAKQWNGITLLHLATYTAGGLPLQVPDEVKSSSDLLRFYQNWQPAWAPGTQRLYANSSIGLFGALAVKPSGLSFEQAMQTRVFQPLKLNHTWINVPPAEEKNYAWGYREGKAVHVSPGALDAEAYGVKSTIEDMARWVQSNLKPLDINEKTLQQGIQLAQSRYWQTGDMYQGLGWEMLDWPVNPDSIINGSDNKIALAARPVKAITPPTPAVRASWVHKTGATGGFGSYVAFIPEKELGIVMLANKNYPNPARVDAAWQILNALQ
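AmpC (5.3 nM in the dispensed reagent) in 20 mM phosphate pH 7.0 with 0.01% (detergent screen) or 0.0001% Triton X-100 was preincubated with compounds for 15 min at room temperature. Nitrocefin was then added from an 800 uM solution, and hydrolysis was followed at 480 nm.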
AmpC detergent: blocks E. coli AmpC beta-lactamase in detergent assay; Potency, µM (titrated, usually from 114 µM), without a hit: at the top dose activity change, negative = inhibition, actives largely listed as inhibitors; P00811; AID 485294; AmpC hydrolysis of nitrocefin, absorbance 480 nm, 0.01% Triton; 0.041% of 370,000 active;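 further: potency means the concentration at half of the fitted maximal effect; 0% = no-compound wells and -100% = no-enzyme wells; nearly all actives have a fitted effect of over 25% in size; some results filed as inactive show a strong effect at the top dose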
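AmpC (5.3 nM in the dispensed reagent) in 20 mM phosphate pH 7.0 with 0.01% (detergent screen) or 0.0001% Triton X-100 was preincubated with compounds for 15 min at room temperature. Nitrocefin was then added from an 800 uM solution, and hydrolysis was followed at 480 nm.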
An asterisk follows results filed as active; u = inconclusive; x = not tested or not shown; [ ] = dose if it differs, or a comment. Unless noted, the call rests on the fitted dose curve; in most records, active means well fitted curve in the direction sought with a large enough effect; inconclusive means small, poorly fitted or top-dose-only effect, or another doubt; inactive means no such curve, though single readings can be large; an effect the other way counts as inactive or inconclusive. Unless noted, on the % scale 0 is the no-effect control and ±100 the full control effect.

Molecule	LmPK inh	Sm TGR inh	HCMV antiviral	TbPYK inhibitor	AMA1-RON2 inh	AmpC no deterg	AmpC detergent
CCOc1ccc(N(CC(=O)N2CCOCC2)S(=O)(=O)c2ccc(SC)cc2)cc1	2%	-9%	12	-2%	-6%	118%[activator]	-8%
Cn1c(N)c(C(=O)COC(=O)c2ccc3c(c2)C(=O)N(c2ccc(Cl)cc2)C3=O)c(=O)n(C)c1=O	1%	-14%	42	-3%	1%	-13%	0%
CCOCCc1nnc(NC(=O)C2CC(=O)N(c3ccc(OCC)cc3)C2)s1 (stereo not given)	1%	-5%	5	-4%	4%	4%	0%
CC(C)c1ccc(CN2CCC2(C)C(=O)Nc2ccc3c(c2)OCO3)cc1 (stereo not given)	x	x	-10	-1%	18%	x	x
COc1ccc(CN(C)C(=O)C(Cc2ccccc2)NC(=O)c2ccccc2)cc1F (stereo not given)	x	3%	-9	6%	-23%	3%	-11%
O=C(NNC(=O)c1cccs1)c1ccc(Cl)c(S(=O)(=O)N2CCCC2)c1	x	x	-39	-20%	31%[activator]	-19%	x
CCN(Cc1ccccc1)S(=O)(=O)c1ccc(-c2coc(C)n2)cc1	x	-5%	-3	4%	x	x	-6%
CCOC(=O)c1c(C)[nH]c(C)c1C(=O)COc1ncnc2cc([N+](=O)[O-])ccc12	1%	-14%	-5	3%	27%	-8%[11.4 µM]	-9%
CCN(CC)CCCNC(=O)CCc1c(C)nc2c(c1C)c(=O)n(C)c(=O)n2C	x	-2%	-65*	4%	x	x	15%
COc1cccc(-c2nc(CS(=O)(=O)CC(=O)NCCCN3CCOCC3)c(C)o2)c1	-3%	-4%	-29	-4%	-9%	4%	-9%
COC(=O)CCNC(=O)N1CCN(c2nnc(C)c3c(C)n(-c4ccccc4)nc23)CC1	x	-4%	-4	0%	x	x	20%
COc1ccc(OC)c(/C=N/Nc2cc(C)nc(N3CCOCC3)n2)c1	-2%	7%	11	2%	12%	72%[activator]	1%
Cc1c(C(=O)O)c(=O)n(-c2ccccc2)n1-c1ccccc1	0%	x	-15	-5%	21%	-19%	0%
Cc1nn(CCCC(=O)NCCc2ccccc2)c(=O)c2nn(-c3ccccc3)c(C)c12	-5%	-7%	1	-7%	-7%	53%	-3%
COc1ccc(S(=O)(=O)N(C)CC(=O)NCc2cccnc2)cc1C	-1%	-1%	25	0%	9%	-12%	-10%
Cc1cc(Br)ccc1NC(=O)c1sc2nc3n(c(=O)c2c1C)CCCC3	x	22µM*	-33	1%	x	x	22%
CC(CNc1nc2ccc(Cl)cc2n2cnnc12)c1ccccc1 (stereo not given)	4%	-7%	u	8%	7%	-10%	2%
CC(=O)c1ccc(NC(=O)CSC(=S)N2CCCC2)cc1	6%	1%	9	-3%	15%	131%[activator]	-7%
C[C@@H]1CN([C@@H](C)CO)C(=O)c2cc(NC(=O)CCC(F)(F)F)ccc2O[C@H]1CN(C)S(=O)(=O)c1ccc(Cl)cc1	x	x	-37	-1%	-5%	224%[activator]	x
COc1ccc(Cl)cc1NC(=O)Cn1c(=O)n2nc(-c3ccccc3)nc2c2ccccc21	x	0%	-13	3%	x	x	-5%
C(#CCN1CCOCC1)CCCN1CCOCC1	x	x	-14	4%	4%	x	x
CCn1nnc2cc(C(=O)Nc3ccc(OC)cc3)ccc21	x	7%	23	0%	x	x	3%
O=C1OC(c2ccccc2)=N/C1=C/c1cccc(OC(=O)c2cccs2)c1	x	x	34	6%	0%	x	x
Cc1ccc(N(C(=O)Cc2cccs2)C2C=CS(=O)(=O)C2)cc1Cl (stereo not given)	2%[11.5 µM]	-4%	-13	-8%	-4%	25%	1%
CCOc1ccc(NC(=O)c2cc3cc4cc(OC)ccc4nc3s2)cc1	x	3%	-28	-1%	x	x	9%

Entries listed so far containing fluorine:
Molecule	LmPK inh	Sm TGR inh	HCMV antiviral	TbPYK inhibitor	AMA1-RON2 inh	AmpC no deterg	AmpC detergent
COc1ccc(CN(C)C(=O)C(Cc2ccccc2)NC(=O)c2ccccc2)cc1F (stereo not given)	x	3%	-9	6%	-23%	3%	-11%
C[C@@H]1CN([C@@H](C)CO)C(=O)c2cc(NC(=O)CCC(F)(F)F)ccc2O[C@H]1CN(C)S(=O)(=O)c1ccc(Cl)cc1	x	x	-37	-1%	-5%	224%[activator]	x

Next part:
Molecule	LmPK inh	Sm TGR inh	HCMV antiviral	TbPYK inhibitor	AMA1-RON2 inh	AmpC no deterg	AmpC detergent
Cn1cc(Cl)c(C(=O)Nc2cccc(Cl)c2Cl)n1	-1%	0%	46	-2%	-2%	7.1µM*	2%
COc1cccc(NC(=S)NCCCN2CCOCC2)c1	-2%	-11%	u	-7%	0%	-14%	-4%
O=C(CCCN=C1NS(=O)(=O)c2ccccc21)OCC(=O)N1CCc2ccccc21	-1%	-2%	17	4%	4%	-19%	-4%
O=C(Cc1ccc(S(=O)(=O)N2CCOCC2)s1)NCCc1ccc(F)cc1	x	6%	-24	-7%	-19%	-12%	3%
CN(C)c1ccc(-c2nc(-c3ccco3)no2)cc1[N+](=O)[O-]	x	-16%	19	-1%	x	x	-4%
COc1ccccc1-c1cc(C(F)(F)F)nc(N2CCOCC2)n1	-11%	-23%	24	-2%	46%[activator]	29%	u
Cc1cc(C)c(NC(=O)COC(=O)C2=COCCO2)c(Cl)c1	x	-10%	-7	-1%	-12%	-3%	u
Cc1cc(NC(=S)N(CCCN2CCOCC2)Cc2ccco2)ccc1Cl	3%	-11%	15	-10%	-3%	83%[activator]	-9%
CCC1(c2ccc(C)cc2)NC(=O)N(C(C)C(=O)Nc2ccc(N3CCOCC3)cc2)C1=O (stereo not given)	x	-5%	60	-11%	-28%	30%	5%
O=C(Nc1ccn(CCCNCc2cccc3ccccc23)c(=O)n1)OCc1ccccc1	x	x	-9	1%	u	x	x
CS(=O)(=O)c1ccc(Cl)c(NC(=O)c2cc(S(=O)(=O)N3CCOCC3)ccc2N2CCCC2)c1	x	0%	-38	8%	0%	76%[activator]	2%
Cn1nc(C(=O)NCCc2ccc(S(N)(=O)=O)cc2)c2c1-c1ccccc1S(=O)(=O)C2	-1%	-5%	-9	4%	-14%	-9%	-4%
COc1ccc(Br)cc1CN1CCCC(C(=O)N2CCCCC2)C1 (stereo not given)	5%	-10%	-29	-10%	u	-2%	1%
COc1cc(C)c(NC(=O)c2cccc(S(=O)(=O)N3CCCC3)c2)cc1OC	x	x	-10	-3%	-7%	0%	x
O=C(N/N=C/c1ccc([N+](=O)[O-])cc1)c1cccc(N2CCCC2=O)c1	-4%	-12%	13	-14%	11%	-31%	u
Cc1ccc(N(CC(=O)NCC2CCCO2)S(=O)(=O)c2ccc(Cl)cc2)cc1C (stereo not given)	7%	4%	-8	4%	-6%	142%[activator]	5%
CCC(=O)N1CN(S(=O)(=O)c2ccc(C)cc2)CC1C (stereo not given)	1%	2%	59	5%	13%	-11%	-6%
CCOP(=O)(OCC)C(NC(=O)c1cccs1)c1ccccc1 (stereo not given)	2%	20%	41	2%	0%	6%	4%
CCCCCN(C(=O)CSc1n[nH]c(-c2ccc(C)cc2)n1)c1c(N)n(CCCC)c(=O)[nH]c1=O	x	-11%	7	-3%	3%	-15%	2%
COCCNc1nc(Oc2cccc(NC(C)=O)c2)c2sccc2n1	x	x	-19	9%	16%	x	x
CCn1cc(C(=O)Nc2ccc3c(c2)OCCO3)c2cc(OC)c(OC)cc2c1=O	12%	-1%	-23	-7%	-3%	125%[activator]	-1%
CC1Cc2ccccc2N1C(=S)Nc1cccc(S(=O)(=O)N(C)C)c1 (stereo not given)	0%	50µM*	-16	-4%	2%	-53%	-12%
Nc1c(C(=O)c2ccccc2)sc2nsc(SCCN3CCOCC3)c12	5%	-10%	-21	-2%	14%	131%[activator]	-5%
COc1cccc(C2Nc3ccccc3NC3=C2C(=O)CC(C)(C)C3)c1OC (stereo not given)	0%	-26%	-17	5%	-9%	-5%	-1%
O=C1CSc2ccc(S(=O)(=O)NCc3ccccc3)cc2N1	6%	-1%	0	1%	6%	-58%	u
CCOC(=O)N1CCN(S(=O)(=O)CCNC(=O)c2ccc(F)cc2)CC1	x	-3%	-3	4%	-13%	-5%	3%
Cc1cccc(-n2nc3c(c2NC(=O)c2ccco2)CSC3)c1C	5%	45µM*	16	-24%	-11%	-22%	2%
O=C(C1=C[C@@H](C2CCCCC2)C[C@@H](OCc2ccc(CO)cc2)O1)N1CCOCC1	2%	-30%	-17	4%	43%[activator]	156%[activator]	6%
CCOc1cc(NC(=S)NCC2CCCO2)c(OCC)cc1NC(=O)c1ccccc1 (stereo not given)	5%	-12%	-9	x	-10%	38%	1%
CC1=NN(c2cc(Cl)c(S(=O)(=O)O)cc2Cl)C(=O)C1	x	x	18	-24%	-13%	x	x
CC1CCCN(C(=O)CSc2cnc3ccccc3n2)C1 (stereo not given)	-2%	7%	99	2%	-4%	2%	-5%
CSc1ccccc1NC(=O)C1=CC(c2cccs2)=NS(=O)(=O)N1C	12%	u	37	-14%	-10%	-44%	-19%
Cc1nc2cc(F)ccc2n1C1CCN(S(=O)(=O)c2ccccc2)CC1	2%	-8%	-25	4%	-7%	58%	u
Cc1ccc(C)c(NC(=O)C2CC3CCC2C3)c1 (stereo not given)	0%	-19%	-23	-5%	3%	-13%	u

Entries listed so far that contain a CF3 group (2):
Molecule	LmPK inh	Sm TGR inh	HCMV antiviral	TbPYK inhibitor	AMA1-RON2 inh	AmpC no deterg	AmpC detergent
C[C@@H]1CN([C@@H](C)CO)C(=O)c2cc(NC(=O)CCC(F)(F)F)ccc2O[C@H]1CN(C)S(=O)(=O)c1ccc(Cl)cc1	x	x	-37	-1%	-5%	224%[activator]	x
COc1ccccc1-c1cc(C(F)(F)F)nc(N2CCOCC2)n1	-11%	-23%	24	-2%	46%[activator]	29%	u

Screening results deposited in PubChem BioAssay by National Center for Advancing Translational Sciences (NCATS).
